MT1-MMP act inh: blocks activation of human MT1-MMP. GFP/RFP ratio change, % at 20 µM. HT1080 RFP-PRO-GFP cells, GFP/RFP ratio fluorescence, overnight; percent of plate control window, DMSO zero. AID 651647. actives 0.061% (n = 360,000);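 active means GFP/RFP ratio change of at least 30% with cell ATP level not reduced by more than half and red fluorescence within 50% of control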; further: strong numbers were not always called active
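Test system: HT1080 cells expressing an RFP-PRO-GFP fluorescent reporter construct / Compound dosing: single-point 20 µM compound, 1% DMSO / Schedule: cells overnight before dosing, compound overnight, 37 °C, 5% CO2 / Evaluation: GFP/RFP fluorescence ratio / Control set: DMSO and RFP-L50D-GFP cell wells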
eLon inh: inhibits E. coli Lon protease; P0A9M0; purified E. coli Lon protease, fluorescence polarization; inhibition, % at 7.94 µM; actives 0.42% (n = 360,000); in the data active means inhibition above about 13%, passing the limit was not always enough;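 further: 0% = enzyme with probe and DMSO and 100% = no enzyme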
bovine MsrA act: bovine methionine sulfoxide reductase A activation; actives 0.3% (n = 360,000); activation, % at 10.6 µM; purified bovine MsrA, absorbance read-out; in the data active means activation above about 7.5%;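 further: 0% = vehicle and 100% = reference activator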
FAS-TE inh: blocks the thioesterase domain of human fatty acid synthase; P49327; inhibition, % at 15 µM; recombinant FAS-TE, OMFH fluorogenic substrate, fluorescence endpoint; actives 0.67% (n = 360,000);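 active means compounds whose normalised, plate-corrected inhibition of enzyme fluorescence in the single-dose primary screen is 50% or more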;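 further: 0% = DMSO with enzyme and 100% = substrate without enzyme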
SKN-1 inh: C. elegans SKN-1 inhibition. C. elegans VP596 Pgst-4::GFP/RFP ratio, acrylamide-induced, 24 h. inhibition, % at 21.8 µM. actives 0.49% (n = 360,000);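 active means interference check ratio from 0.5 to 1.5 plus GFP to RFP signal ratio inhibition reaching or exceeding a fixed threshold, cut at about 30% in these data, passing the limit was not always enough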; further: some compounds called inactive have numbers as strong as hits
Neddylation inh: cullin neddylation inhibition. P61081+Q13564. TR-FRET cullin neddylation, biochemical. calls only at 25 µM. actives 0.58% (n = 360,000); in the data active means inhibition above about 36%
Rin1 Abl inh: blocks binding of human Rin1 to Abl; P00519+Q13671; TR-FRET Rin1/Abl binding, biochemical; inhibition, % at 7.35 µM; actives 0.4% (n = 360,000); AID 588664; in the data active means inhibition above about 5%, passing the limit was not always enough
CendR NRP1 mod: modulators of CendR peptide binding to human neuropilin-1; actives 0.85% (n = 360,000); AID 602438; FAM-RPARPAR peptide binding to NRP-1, fluorescence polarization; inhibition, % at 25 µM; O14786;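 active means inhibition or corrected inhibition above about 18%, plus a signal ratio from 0.5 to 1.5, limit read from the data, passing the limit was not always enough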; further: strong numbers were not always called active
Target sequence (O14786 whole entry, looked up): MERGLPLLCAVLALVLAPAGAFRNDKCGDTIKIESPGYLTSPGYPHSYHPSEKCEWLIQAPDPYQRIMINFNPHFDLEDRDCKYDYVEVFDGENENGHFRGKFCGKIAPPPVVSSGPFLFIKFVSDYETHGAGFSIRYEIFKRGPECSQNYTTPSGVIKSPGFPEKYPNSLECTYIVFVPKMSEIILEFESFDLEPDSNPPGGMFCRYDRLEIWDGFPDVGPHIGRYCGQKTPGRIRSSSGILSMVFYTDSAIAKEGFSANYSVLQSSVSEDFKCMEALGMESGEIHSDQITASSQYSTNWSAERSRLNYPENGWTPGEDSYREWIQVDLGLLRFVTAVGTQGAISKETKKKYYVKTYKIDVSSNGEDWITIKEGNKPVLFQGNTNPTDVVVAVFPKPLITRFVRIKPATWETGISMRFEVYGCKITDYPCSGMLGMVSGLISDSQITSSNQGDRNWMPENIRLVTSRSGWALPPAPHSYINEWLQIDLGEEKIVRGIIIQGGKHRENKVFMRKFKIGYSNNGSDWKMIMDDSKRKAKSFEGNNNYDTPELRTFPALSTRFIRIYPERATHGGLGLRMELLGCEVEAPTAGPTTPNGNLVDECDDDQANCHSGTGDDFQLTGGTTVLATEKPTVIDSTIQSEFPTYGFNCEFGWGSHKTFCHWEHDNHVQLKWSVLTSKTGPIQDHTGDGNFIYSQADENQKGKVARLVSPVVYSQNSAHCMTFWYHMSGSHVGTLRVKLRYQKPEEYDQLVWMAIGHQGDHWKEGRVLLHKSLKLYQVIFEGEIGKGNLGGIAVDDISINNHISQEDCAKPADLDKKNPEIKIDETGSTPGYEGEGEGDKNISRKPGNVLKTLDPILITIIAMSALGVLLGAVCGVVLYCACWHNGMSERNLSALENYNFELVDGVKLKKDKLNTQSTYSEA
MLLE-PAM2 inh: blocks PAM2 peptide binding to the PABP1 MLLE domain; P11940; AID 588489; actives 0.36% (n = 360,000); GST-MLLE / FITC-PAM2 fluorescence polarization; inhibition, % at 20 µM; in the data active means inhibition above about 35%, passing the limit was not always enough;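 further: plate controls were DMSO wells with GST-MLLE for no effect and wells lacking GST-MLLE protein for full effect; some results filed as inactive read as strong as hits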
* marks the source's active call; other numbers are inactive results; i = inactive; · = not tested or not shown. This is a random part of the collection; any-hit rate near 4%.

SMILES | MT1-MMP act inh | eLon inh | bovine MsrA act | FAS-TE inh | SKN-1 inh | Neddylation inh | Rin1 Abl inh | CendR NRP1 mod | MLLE-PAM2 inh
O=C(c1ccc(Sc2ccccc2)c([N+](=O)[O-])c1)N1CCOCC1 | 2 | -1 | -2 | -1 | 15 | i | 1 | 8 | 13
Cc1nc2ccc(C(=O)NCCc3c[nH]c4ccccc34)cn2c1N(C)C(=O)CCc1ccccc1 | -1 | 1 | -4 | -2 | -2 | i | 2 | 2 | -5
Cc1ccc(C)c(/C=N/NC(=S)NC(C)C)c1 | 2 | 12 | -8 | -3 | 11 | i | -2 | -6 | 10
O=C(CSc1ncn[nH]1)N1N=C2/C(=C/c3ccco3)CCCC2C1c1ccco1 (configuration not stated) | -2 | -16 | -4 | -85 | 0 | i | 2 | -10 | -7
O=C(NCc1ccco1)C(c1ccncc1)N(C(=O)Cn1nnc2ccccc21)c1ccccc1F (configuration not stated) | -2 | 6 | -2 | -2 | 1 | i | 3 | 5 | -3
COc1ccc(CC(=O)NCc2cccc(CNC(=O)Cc3ccc(OC)c(OC)c3)c2)cc1OC | 0 | 0 | 2 | -4 | -11 | i | -3 | 3 | -7
Cc1ccc(C)c(/C=N/Nc2nc3ccccc3c(=O)n2O)c1 | 6 | -4 | -2 | 13 | 6 | i | -1 | 17 | 15
C(=N\Nc1nc2ccccc2s1)/c1cccs1 | -5 | -3 | -3 | 19 | 20 | i | 0 | -19 | -27
CCCNC(=O)C1(C)CCN(Cc2cccc(OC(=O)c3ccccc3)c2)C1 (configuration not stated) | 4 | 6 | -2 | 0 | -10 | i | -1 | -2 | -3
COc1ccccc1N1CCN(C2CCCN(Cc3ccc(Cl)cc3)C2)CC1 (configuration not stated) | -1 | -7 | -10 | -1 | -9 | i | -2 | -115 | 11
CCOC(=O)C1=C(N)OC2=C(C(=O)CC(C)(C)C2)C1C1CCCCC1 (configuration not stated) | -7 | 2 | -2 | 25 | 1 | i | -2 | 12 | 2
CCC(=O)N(C)C[C@H]1Oc2cc(-c3ccccc3F)ccc2S(=O)(=O)N([C@H](C)CO)C[C@H]1C | -5 | -10 | -2 | 3 | 16 | i | 1 | -5 | -12
CC1Sc2ccc(S(=O)(=O)N3CCC(C(=O)Nc4ccc(Cl)cc4)CC3)cc2NC1=O (configuration not stated) | -13 | -30 | -3 | 11 | 25 | i | -1 | -52 | -43
Cc1c(C=O)c2cc(OCc3ccccc3)ccc2n1C | 0 | 2 | -4 | 9 | -5 | i | 1 | 4 | -9
FC(F)(F)c1cccc(NC(=S)NCCN2CCOCC2)c1 | -2 | 7 | -6 | -7 | -9 | i | 3 | -1 | 20
CCOC(=O)C1CCN(c2ncnc3c2nnn3Cc2ccccc2Cl)CC1 | -3 | -3 | -6 | 4 | -7 | i | 2 | -15 | 1
CCOC1=C2[C@H](c3ccc(CC)cc3)N(S(=O)(=O)c3ccc(C)cc3)C[C@H]2C(C#N)(C#N)C(C#N)(C#N)C1 | -8 | 2 | -1 | 80* | 9 | i | 6 | 19 | 23
NC(=O)c1cccc(-c2ccnc3c2CC(C(=O)Nc2cccc(Oc4ccccc4)c2)O3)c1 (configuration not stated) | -5 | -8 | 0 | 15 | 6 | i | 1 | -4 | -2
CN(Cc1ccccc1)C(=O)c1cccc(NC(=O)Cc2cccc(NC(=O)C3CCN(C(=O)C4CC4)CC3)c2)c1 | 6 | -4 | -8 | 1 | 5 | i | -2 | -8 | -10
COc1cccc(N2CC(C(=O)Nc3nnc(SCC(=O)NCc4ccco4)s3)CC2=O)c1 (configuration not stated) | 0 | -3 | -9 | -5 | -5 | i | -1 | -31 | -24

Sorted by value in eLon inh (largest number first): 6 from the list above.
mol,eLon inh
Cc1ccc(C)c(/C=N/NC(=S)NC(C)C)c1,12
O=C(NCc1ccco1)C(c1ccncc1)N(C(=O)Cn1nnc2ccccc21)c1ccccc1F (configuration not stated),6
O=C(c1ccc(Sc2ccccc2)c([N+](=O)[O-])c1)N1CCOCC1,-1
COc1cccc(N2CC(C(=O)Nc3nnc(SCC(=O)NCc4ccco4)s3)CC2=O)c1 (configuration not stated),-3
Cc1ccc(C)c(/C=N/Nc2nc3ccccc3c(=O)n2O)c1,-4
CC1Sc2ccc(S(=O)(=O)N3CCC(C(=O)Nc4ccc(Cl)cc4)CC3)cc2NC1=O (configuration not stated),-30

New compounds follow:
SMILES | MT1-MMP act inh | eLon inh | bovine MsrA act | FAS-TE inh | SKN-1 inh | Neddylation inh | Rin1 Abl inh | CendR NRP1 mod | MLLE-PAM2 inh
COc1cccc2c1Oc1ncccc1N(C(=O)CCC(=O)NCc1ccccc1)C2 | 3 | -2 | -4 | -5 | 3 | i | 4 | -2 | -4
CCN(CC)C(=O)Cn1nc(C)c2ccccc2c1=O | 3 | -3 | -2 | -4 | 29 | i | 0 | -2 | 0
Cn1c(C=O)c(-c2ccc3cc[nH]c3c2)c2ccccc21 | -7 | -5 | -3 | 25 | 7 | i | 1 | -6 | -2
O=C1CC(c2ccccc2)C(c2ccccc2)=NN1 (configuration not stated) | -3 | -10 | 0 | 0 | 4 | i | -3 | -11 | 20
O=C1OC(COc2ccc(Br)cc2)CN1c1ccccc1 (configuration not stated) | 2 | -4 | -3 | -5 | -10 | i | 1 | 8 | -5
O=C(NCCN1CCOCC1)c1c(O)nc2sccn2c1=O | 5 | -3 | -5 | -4 | 6 | i | 0 | 1 | -16
COc1ccc(S(=O)(=O)N(CCCN2CCOCC2)Cc2cccc3ccccc23)cc1 | -1 | 5 | -6 | 8 | 3 | i | 1 | 4 | 7
COc1ccc(-c2csc(NC(=O)Cc3ccccc3)n2)cc1OC | 2 | -1 | -3 | 30 | -26 | i | 6 | 12 | 21
COc1ccccc1CNCc1cc(Br)ccc1OC | -2 | -5 | -3 | -9 | 4 | i | 0 | 9 | -8
O=C(CCc1c[nH]c2ccccc12)NN1C(=O)NC2(CCCCC2)C1=O | 6 | 0 | -1 | -7 | -9 | i | -2 | 12 | 3
C=CCOc1ccccc1CN1CCN(CCc2ccccc2)C(CCO)C1 (configuration not stated) | 1 | -1 | -3 | -3 | -8 | i | 2 | 9 | 2
COc1ccc(Cn2cccc(NC(=O)Nc3cccc(C#N)c3)c2=O)cc1 | -34 | -4 | -10 | 12 | -4 | i | 2 | -1 | 12
COc1cc(/C=C/C2=CC(C)(C)NC(=S)N2)cc(OC)c1OC | 15 | -4 | -4 | -2 | 12 | i | 0 | 4 | -147
Cc1cccc(OCC(=O)OCC(=O)Nc2ccc(Cl)cn2)c1 | -4 | 4 | -2 | -6 | -11 | i | -2 | -4 | 11
CC(C)c1nnc(NC(=O)c2sc3ccccc3c2Cl)s1 | 2 | 2 | -1 | -6 | 22 | i | -5 | 16 | 36
CCOc1cc(N2CCOCC2)c(OCC)cc1NC(=O)c1oc2ccccc2c1C | 6 | -1 | 0 | 8 | 6 | · | 2 | 2 | -8
CC/C(=N/Nc1ccccc1)c1cnnc(SC)n1 | -2 | -3 | -2 | -2 | 10 | i | -2 | -6 | 12
O=C(NCCN1CCOCC1)c1ccc2c(c1)N(Cc1ccccc1)C(=O)CS2 | -2 | -3 | -2 | -4 | 3 | i | 1 | 14 | 6
CC1(C)Cc2c(c(-c3ccccc3Cl)[nH]c(=O)c2C#N)CO1 | 5 | -5 | -5 | -3 | -13 | i | 2 | 2 | 1
Cc1oc(C(N)=O)cc1COc1ccc(C(N)=O)cc1 | 2 | -2 | -3 | -4 | 2 | i | 2 | -4 | 1

Next part, overlapping the part above by 2 compounds.
SMILES | MT1-MMP act inh | eLon inh | bovine MsrA act | FAS-TE inh | SKN-1 inh | Neddylation inh | Rin1 Abl inh | CendR NRP1 mod | MLLE-PAM2 inh
CC1(C)Cc2c(c(-c3ccccc3Cl)[nH]c(=O)c2C#N)CO1 | 5 | -5 | -5 | -3 | -13 | i | 2 | 2 | 1
Cc1oc(C(N)=O)cc1COc1ccc(C(N)=O)cc1 | 2 | -2 | -3 | -4 | 2 | i | 2 | -4 | 1
COc1ccc([N+](=O)[O-])cc1Nc1ncnc2ccccc12 | 5 | -10 | -4 | -12 | 4 | i | -1 | -12 | -8
Cc1ccc(CNC(=O)C2CC(c3ccccc3C(F)(F)F)=NO2)cc1 (configuration not stated) | 8 | -3 | -11 | 4 | -6 | i | -2 | 5 | 6
Cc1cc(C)cc(C(=O)Nc2cccnc2)c1 | 3 | 4 | -2 | -5 | 20 | i | 0 | 23 | 5
Cc1cc(Nc2ccc([N+](=O)[O-])cc2)nc2ccccc12 | 4 | -4 | -5 | -5 | 6 | i | 3 | 2 | -3
Cc1cc(Br)cc(C)c1OCC(=O)NNC(=O)c1cccs1 | 1 | -7 | -9 | 1 | -13 | i | 3 | 0 | 7
O=C(CN1C(=O)C(=O)N(CCC2=CCCCC2)C1=O)Nc1ccc(F)cc1F | 1 | -9 | -3 | 4 | 4 | i | 1 | 2 | 3
CCCCN(C)CCN1C(=O)C2C(C(=O)Nc3ccc(Cl)cc3)C3C=CC2(O3)C1C(=O)NC1CCCCC1 (configuration not stated) | 2 | -6 | -3 | 2 | -3 | i | 0 | 8 | 13

A draw from above in order of count of non-hydrogen atoms, high to low.
SMILES | MT1-MMP act inh | eLon inh | bovine MsrA act | FAS-TE inh | SKN-1 inh | Neddylation inh | Rin1 Abl inh | CendR NRP1 mod | MLLE-PAM2 inh
O=C(CN1C(=O)C(=O)N(CCC2=CCCCC2)C1=O)Nc1ccc(F)cc1F | 1 | -9 | -3 | 4 | 4 | i | 1 | 2 | 3
Cc1cc(Br)cc(C)c1OCC(=O)NNC(=O)c1cccs1 | 1 | -7 | -9 | 1 | -13 | i | 3 | 0 | 7
Cc1cc(Nc2ccc([N+](=O)[O-])cc2)nc2ccccc12 | 4 | -4 | -5 | -5 | 6 | i | 3 | 2 | -3
Cc1cc(C)cc(C(=O)Nc2cccnc2)c1 | 3 | 4 | -2 | -5 | 20 | i | 0 | 23 | 5
